LRH-1 inv ag: LRH-1 (NR5A2) inverse agonists, primary screen, cell-based, luminescence, HEK293T, StAR-luciferase reporter; inhibition, % at 3.6 µM; LRH-1 transfected, 24 h; hit rate 0.13% among 360,000; Nuclear receptor subfamily 5 group A member 2 (Homo sapiens), O00482;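 active = inhibition above the mean inhibition of all tested compounds plus 3 SD, cut at about 73% in these data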;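 also: 0% = DMSO wells and 100% = reporter-only cells lacking LRH-1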
SRC2 inh: inhibition of GAL4-SRC2 driven luciferase reporter, primary screen, SRC2 inhibitor project, cell-based, luminescence; Nuclear receptor coactivator 2 (Homo sapiens), Q15596; HEK293 GAL4-SRC2 luciferase reporter; inhibition, % at 9 µM; hit rate 0.17% among 370,000; AID 651957, 2012;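 active = inhibition above the mean inhibition of all tested compounds plus 3 SD, set per campaign, cut at about 52% in these data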;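 also: 0% = DMSO treated cells and 100% = cells given Gossypol at 36 µM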
Target sequence (Q15596 whole entry, looked up, the tested form may be a part): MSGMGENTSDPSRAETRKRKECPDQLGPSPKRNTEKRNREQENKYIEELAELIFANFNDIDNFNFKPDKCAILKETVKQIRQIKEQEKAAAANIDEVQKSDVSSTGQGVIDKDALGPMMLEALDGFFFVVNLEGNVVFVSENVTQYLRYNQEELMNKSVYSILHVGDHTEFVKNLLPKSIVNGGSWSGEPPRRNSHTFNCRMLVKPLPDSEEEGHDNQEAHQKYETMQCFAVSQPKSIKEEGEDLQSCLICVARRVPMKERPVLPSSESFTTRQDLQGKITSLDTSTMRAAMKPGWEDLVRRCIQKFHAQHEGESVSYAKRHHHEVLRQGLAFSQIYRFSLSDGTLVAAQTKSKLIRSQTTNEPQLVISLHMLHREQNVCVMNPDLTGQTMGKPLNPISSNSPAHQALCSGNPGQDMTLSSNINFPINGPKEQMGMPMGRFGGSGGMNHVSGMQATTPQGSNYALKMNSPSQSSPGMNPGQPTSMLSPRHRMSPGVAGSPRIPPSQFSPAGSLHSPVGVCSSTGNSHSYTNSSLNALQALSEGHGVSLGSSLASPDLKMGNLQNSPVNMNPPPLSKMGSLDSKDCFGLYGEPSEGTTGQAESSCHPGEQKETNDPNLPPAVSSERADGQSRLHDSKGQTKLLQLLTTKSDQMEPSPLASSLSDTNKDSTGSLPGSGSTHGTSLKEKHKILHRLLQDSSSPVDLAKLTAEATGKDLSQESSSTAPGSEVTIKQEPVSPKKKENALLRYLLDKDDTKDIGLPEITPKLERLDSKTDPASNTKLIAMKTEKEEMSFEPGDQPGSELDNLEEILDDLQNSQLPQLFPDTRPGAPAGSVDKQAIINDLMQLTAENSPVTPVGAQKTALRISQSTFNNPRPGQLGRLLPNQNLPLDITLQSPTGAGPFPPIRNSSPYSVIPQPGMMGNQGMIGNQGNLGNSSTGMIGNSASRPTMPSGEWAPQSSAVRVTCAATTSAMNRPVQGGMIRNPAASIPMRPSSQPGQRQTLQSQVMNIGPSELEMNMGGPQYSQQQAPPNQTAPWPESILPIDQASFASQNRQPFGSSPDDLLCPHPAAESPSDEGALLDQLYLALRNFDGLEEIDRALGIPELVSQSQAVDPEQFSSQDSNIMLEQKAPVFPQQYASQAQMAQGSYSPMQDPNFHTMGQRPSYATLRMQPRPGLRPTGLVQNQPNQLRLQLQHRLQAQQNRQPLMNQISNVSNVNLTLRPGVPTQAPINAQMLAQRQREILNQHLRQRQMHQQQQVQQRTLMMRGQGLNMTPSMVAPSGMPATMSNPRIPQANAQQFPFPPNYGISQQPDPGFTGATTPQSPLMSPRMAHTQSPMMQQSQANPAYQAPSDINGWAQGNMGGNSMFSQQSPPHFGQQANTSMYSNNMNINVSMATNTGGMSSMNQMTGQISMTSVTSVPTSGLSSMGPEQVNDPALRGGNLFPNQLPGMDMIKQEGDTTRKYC
COUP-TFII inh: NR2F2 transcriptional activity inhibitors, primary screen, cell-based, luciferase reporter, HEK293T, luminescence; COUP transcription factor 2 (Homo sapiens), P24468; inhibition, % at 8.6 µM; AID 686940, 2013; hit rate 0.7% among 370,000; HEK293T NGFI-A luciferase reporter;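 active = inhibition above a per-plate cutoff, mean inhibition of test wells between control levels plus 3 SD, cut at about 38% in these data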;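 also: cells cotransfected with COUP-TFII expression vector driving the NGFI-A reporter; 0% = median of COUP-TF2 test wells and 100% = reporter-only cells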
TLR9-MyD88 inh: inhibitors of TLR9-MyD88 association in cells, primary screen, cell-based, CHO, BLA complementation, fluorescence. AID 504734, 2011. Toll-like receptor 9 (Homo sapiens) + Myeloid differentiation primary response protein …. inhibition, % at 4.98 µM. CCF4 FRET ratio. hit rate 0.21% among 340,000;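 active = inhibition above the mean over all tested compounds plus 3 SD, cut at about 21% in these data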;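 also: 0% = DMSO only wells and 100% = clavulanate BLA inhibitor control wells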
EBV LMP1 NFkB: EBV LMP1-driven NF-kappaB luciferase reporter inhibitors, primary screen, cell-based, luminescence, single point. LMP1-induced NF-kappaB luciferase reporter cells. inhibition, % at 12.5 µM. hit rate 0.69% among 350,000. AID 504558, 2011; in the data active = inhibition above about 41%;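 also: 0% = neutral control wells and 100% = reference inhibitor control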
MC4R antagonist: MC4R antagonists of cAMP signaling, primary screen, cell-based, TR-FRET, antagonist arm of biased-ligand search. hit rate 0.48% among 360,000. Melanocortin receptor 4 (Homo sapiens), P32245. MC4R-expressing cells, MTII-stimulated cAMP, LANCE TR-FRET. inhibition, % at 6.5 µM;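 active = inhibition above its plate's cutoff, the mean of tested wells on that plate plus 3 SD, cut at about 29% in these data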;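 also: 0% = Melanotan II alone and 100% = Melanotan II plus saturating MCL0020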
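system = U2OS cells with stable human MC4R expression | also added = Melanotan II challenge after compound preincubation | dosing = one concentration, 6.5 µM nominal | incubation = compound 30 min, challenge 1 h, detection 1 h | measured by = TR-FRET with Eu-cAMP and labeled anti-cAMP, 671 nm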
ABHD5-PLIN5 inh: ABHD5-PLIN5 interaction inhibitors, primary screen, cell lysate, split luciferase complementation, luminescence; Perilipin-5 (Homo sapiens) + 1-acylglycerol-3-phosphate O-acyltransferase ABHD5 (Homo …; Split G. princeps luciferase complementation, 4 h; inhibition, % at 4 µM; hit rate 0.78% among 360,000;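 active = inhibition above the mean inhibition across every tested compound plus 3 SD, cut at about 22% in these data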;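 also: 0% = DMSO only wells and the 100% control is not disclosed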
NOD2 RIPK2 PPI: NOD2-RIPK2 binding disruptors in cells, primary screen, fluorescence, CHO cells, BLA complementation | CCF4 ratio | inhibition, % at 4.98 µM | hit rate 0.38% among 360,000; in the data active = inhibition above about 21%;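 also: 0% = vehicle only and 100% = reference blocker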
NCOA3 inh: SRC3 coactivator transcriptional activity inhibitors, primary screen, cell-based, luminescence. hit rate 0.17% among 360,000. AID 588352, 2011. Nuclear receptor coactivator 3 (Homo sapiens), Q9Y6Q9. HEK293 GAL4-SRC3 luciferase reporter. inhibition, % at 3.6 µM;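 active = inhibition above a per-campaign cutoff, the mean of all compounds plus 3 SD, cut at about 60% in these data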;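 also: 0% = DMSO-treated cells and 100% = gossypol-treated cells at 36 µM; higher means less SRC3-driven luciferase light from the GAL4 reporter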
NCOA1 inh: SRC1 coactivator transcriptional activity inhibitors, primary screen, cell-based, luminescence; HEK293 GAL4-SRC1 luciferase reporter; inhibition, % at 3.6 µM; hit rate 0.12% among 360,000; AID 588354, 2011;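 active = inhibition above the campaign mean plus 3 SD, with each screening campaign given its own cutoff, cut at about 60% in these data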;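 also: 0% = DMSO treated cells and 100% = gossypol at 36 µM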
MC4R ag barr: MC4R agonists recruiting beta-arrestin, primary screen, cell-based, luminescence, agonist arm of biased-ligand search | Melanocortin receptor 4 (Homo sapiens), P32245 | U2OS MC4R beta-arrestin complementation; percent of melanotan II response, DMSO zero | activation, % at 8.9 µM | hit rate 0.98% among 360,000 | AID 540308, 2011;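 active = activation above a per-plate cutoff, the mean activation of sample wells on that plate plus 3 SD, cut at about 8% in these data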
Starred values were filed as active, the others as inactive; . = not tested or not shown. The list is partial; count on the stated rates, not on these rows.

SMILES | LRH-1 inv ag | SRC2 inh | COUP-TFII inh | TLR9-MyD88 inh | EBV LMP1 NFkB | MC4R antagonist | ABHD5-PLIN5 inh | NOD2 RIPK2 PPI | NCOA3 inh | NCOA1 inh | MC4R ag barr
CCc1nn(CC(=O)NCCC2=CCCCC2)c(=O)c2cc3cc(F)ccc3n12 | 1 | -40 | -22 | -12 | 5 | 5 | 2 | -6 | -23 | -6 | -1.1
CC(=O)N1Cc2cc(C(=O)NCC(F)(F)F)nc(-c3cccc(-c4cc5ccccc5o4)c3)c2[C@@H]1CCO | 12 | -29 | 3 | . | . | . | -4 | -11 | . | . | .
Cc1cc(Cl)c2oc(C(=O)NCC(C)(C)N3CCOCC3)c(C)c2c1 | -12 | -18 | 5 | -8 | 4 | 2 | -7 | -7 | 7 | -8 | -2.5
CCCc1cc(=O)oc2cc(C)cc(OCC(=O)NCCCN3CCOCC3)c12 | 3 | -2 | -1 | -1 | -10 | 11 | 0 | 5 | -4 | -11 | -0.6
COc1ccc2c(c1)CCc1cnc(N)nc1-2 | 6 | 9 | 14 | 5 | 12 | 8 | -2 | -9 | 33 | 6 | -3.7
CCN(C(=O)C1=COCCO1)c1nc2c(C)cccc2s1 | -52 | -91 | -10 | -8 | -9 | -2 | -10 | -3 | -32 | -44 | -2.3
Cc1cc(C)cc(NC(=O)Cc2ccc(S(=O)(=O)N3CCCC3)s2)c1 | 18 | 22 | 25 | 3 | -5 | 0 | -14 | -1 | -12 | 5 | -0.7
O=C(NCc1cn2ccccc2n1)c1ccc2c(c1)OCO2 | -6 | 0 | 17 | -10 | 2 | -1 | 0 | 5 | -15 | -2 | -2.8
CCN(CC(=O)Nc1c(F)cccc1F)C(=O)CCc1ccc(OC)cc1 | 1 | 2 | 17 | -8 | -3 | 16 | -4 | -14 | 9 | -9 | -1.3
CCOC(=O)CSc1nc2cc3c(cc2cc1C#N)OCCO3 | -33 | -89 | -52 | 4 | -69 | -1 | -3 | -13 | -62 | -65 | -1.2
COc1ccc(/C=C/C(=O)Nn2cnnc2)cc1 | 20 | -9 | -3 | -7 | -5 | 0 | -1 | 0 | 4 | -26 | -0.8
CC(C)c1ccccc1NC(=S)NCc1ccncc1 | -4 | -10 | 13 | 3 | 0 | 5 | -1 | -12 | 2 | -7 | -2.3
COc1ccc(Cl)cc1C(=O)OCC(=O)NC(=O)c1cccn1C | 11 | 0 | 4 | -4 | 4 | 5 | -5 | -13 | 10 | 6 | 0.6
CCCCCn1c(C(Cc2ccccc2)NC(C)=O)nc2ccccc21 (stereo unspecified) | -17 | 5 | -13 | -6 | 1 | 0 | 1 | 2 | -10 | 3 | -0.2
O=[N+]([O-])c1ccc(N2CCN(S(=O)(=O)c3ccccc3)CC2)cc1N1CCc2ccccc2C1 | -12 | -5 | 1 | 3 | -15 | -1 | -5 | -11 | 14 | 2 | -2.2
O=C(CNC(=O)c1ccc2ccccc2c1)Nc1ncccc1O | -52 | -20 | 8 | -5 | -14 | -2 | -8 | 9 | -22 | -39 | -0.5
O=C(CSc1nc2ccccc2s1)Nc1cc(S(=O)(=O)N2CCOCC2)ccc1Cl | 15 | 1 | -15 | 2 | 3 | 2 | -2 | -6 | 3 | -59 | -1.5
N#CCC(=O)Nc1ccc(C(=O)OCC(=O)N2CCCC2=O)cc1 | -16 | 5 | -8 | -3 | -10 | 19 | -6 | -6 | 8 | -8 | -0.8
O=C(Nc1ccc(S(=O)(=O)C(F)F)cc1)c1cccc(S(=O)(=O)N2CCOCC2)c1 | 5 | 30 | 29 | 10 | -16 | 0 | -1 | 2 | 3 | -16 | -3.3
COc1ccc(C(=O)Nc2cccc3nc(C)ccc23)c(OC)c1 | -12 | -13 | 5 | -2 | 1 | 18 | 2 | -2 | -18 | 5 | -0.9

2 of these compounds in a different format.
canonical_smiles: O=C(Nc1ccc(S(=O)(=O)C(F)F)cc1)c1cccc(S(=O)(=O)N2CCOCC2)c1
- LRH-1 inv ag: 5
- SRC2 inh: 30
- COUP-TFII inh: 29
- TLR9-MyD88 inh: 10
- EBV LMP1 NFkB: -16
- MC4R antagonist: 0
- ABHD5-PLIN5 inh: -1
- NOD2 RIPK2 PPI: 2
- NCOA3 inh: 3
- NCOA1 inh: -16
- MC4R ag barr: -3.3
canonical_smiles: COc1ccc(C(=O)Nc2cccc3nc(C)ccc23)c(OC)c1
- LRH-1 inv ag: -12
- SRC2 inh: -13
- COUP-TFII inh: 5
- TLR9-MyD88 inh: -2
- EBV LMP1 NFkB: 1
- MC4R antagonist: 18
- ABHD5-PLIN5 inh: 2
- NOD2 RIPK2 PPI: -2
- NCOA3 inh: -18
- NCOA1 inh: 5
- MC4R ag barr: -0.9

Structural class, the entries above with an aryl methoxy group (five)
SMILES | LRH-1 inv ag | SRC2 inh | COUP-TFII inh | TLR9-MyD88 inh | EBV LMP1 NFkB | MC4R antagonist | ABHD5-PLIN5 inh | NOD2 RIPK2 PPI | NCOA3 inh | NCOA1 inh | MC4R ag barr
COc1ccc2c(c1)CCc1cnc(N)nc1-2 | 6 | 9 | 14 | 5 | 12 | 8 | -2 | -9 | 33 | 6 | -3.7
CCN(CC(=O)Nc1c(F)cccc1F)C(=O)CCc1ccc(OC)cc1 | 1 | 2 | 17 | -8 | -3 | 16 | -4 | -14 | 9 | -9 | -1.3
COc1ccc(/C=C/C(=O)Nn2cnnc2)cc1 | 20 | -9 | -3 | -7 | -5 | 0 | -1 | 0 | 4 | -26 | -0.8
COc1ccc(Cl)cc1C(=O)OCC(=O)NC(=O)c1cccn1C | 11 | 0 | 4 | -4 | 4 | 5 | -5 | -13 | 10 | 6 | 0.6
COc1ccc(C(=O)Nc2cccc3nc(C)ccc23)c(OC)c1 | -12 | -13 | 5 | -2 | 1 | 18 | 2 | -2 | -18 | 5 | -0.9
